ADAM17 inh: inhibitors of human ADAM17. recombinant ADAM17, EDANS/DABCYL FRET peptide cleavage. 370,000 compounds, 0.83% hits. P78536. inhibition, % at 6.95 µM;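 active = inhibition above the mean of compounds lying between control limits plus 3 SD, set per campaign, cut at about 8.5% in these data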;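 note: 0% = DMSO-only wells as the low control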
PLC-beta3 inh: PLC-beta3 (human) inhibition, primary screen | Q01970 | inhibition, % at 12.2 µM | AID 720704 | 370,000 compounds, 0.18% hits | Purified PLC-beta3, fluorogenic substrate, fluorescence; in the data active = inhibition above about 11%;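 note: 0% = median of compound wells on plate and 100% = full blocker control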
DDE Tn6 FP inh: disrupts Tn6 cyclic peptide binding to fibrin D-Dimer-E complex | 370,000 compounds, 0.21% hits | inhibition, % at 8.3 µM | P02675 | Fibrin DD(E) TRITC-Tn6 fluorescence polarization displacement | AID 720509;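 active = inhibition above a per-campaign cutoff: mean of compounds within control limits plus 3 SD, cut at about 15% in these data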;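 note: 0% = median of all compound wells on the plate and 100% = blocking peptide control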
UHRF1 binding: human UHRF1 methylated DNA binding inhibitors; UHRF1 binding to methylated oligo, TR-FRET; inhibition, % at 4.4 µM; 370,000 compounds, 0.75% hits; AID 687016; in the data active = inhibition above about 21%;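 note: UHRF1 SRA domain binding a hemimethylated CpG hairpin DNA probe; 0% = median of test compound wells and 100% = reference inhibitor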
MBD2 inh: inhibitors of human MBD2 binding to methylated oligonucleotide | Q9UBB5 | TR-FRET | inhibition, % at 4.4 µM | 370,000 compounds, 0.31% hits | AID 686964; in the data active = inhibition above about 13%
Target sequence (Q9UBB5 whole entry, looked up): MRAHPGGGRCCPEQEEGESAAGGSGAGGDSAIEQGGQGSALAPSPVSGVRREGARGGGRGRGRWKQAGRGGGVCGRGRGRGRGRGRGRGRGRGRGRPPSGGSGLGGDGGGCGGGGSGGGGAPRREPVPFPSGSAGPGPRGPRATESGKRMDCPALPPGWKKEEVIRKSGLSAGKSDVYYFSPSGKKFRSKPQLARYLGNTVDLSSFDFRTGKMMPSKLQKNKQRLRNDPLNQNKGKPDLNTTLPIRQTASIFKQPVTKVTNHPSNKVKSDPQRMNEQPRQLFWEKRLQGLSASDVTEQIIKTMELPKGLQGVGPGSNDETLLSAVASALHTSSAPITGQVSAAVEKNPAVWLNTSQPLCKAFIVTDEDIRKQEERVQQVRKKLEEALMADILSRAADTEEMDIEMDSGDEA
Tn7 DDE FP: disrupts Tn7 cyclic peptide binding to fibrin D-Dimer-E complex | P02675 | FP displacement of FITC-Tn7 peptide from fibrin DD(E); 0% = median of compound wells per plate | inhibition, % at 8.3 µM | 370,000 compounds, 0.13% hits;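 active = inhibition above the mean of compounds falling within the control limits plus 3 SD of them, cut at about 14% in these data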;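 note: 0% = plate median of compound wells and 100% = 10 µM Aha-Tn7 peptide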
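Test system – human fibrin DD(E) · Times – 10 min preincubation, 3 h with tracer, room temperature · Detection – fluorescence polarization of the labelled Tn7 tracer · Measure – percent inhibition normalized to high-control wells · Benchmarks – high control wells with 10 µM unlabelled Aha-Tn7 peptide (full inhibition) · Repeats – singlicate testing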
PLC-gamma1 inh: blocks human PLC-gamma1 enzyme activity. P19174. purified PLC-gamma1, fluorogenic substrate, fluorescence. inhibition, % at 12.2 µM. 370,000 compounds, 0.84% hits. AID 720700; in the data active = inhibition above about 9.5%
ASAP1 GAP inh: blocks human ASAP1-stimulated Arf1 GTP hydrolysis. inhibition, % at 16.5 µM. Q9ULH1. GDP FP detection. AID 624377. 360,000 compounds, 0.19% hits; in the data active = inhibition above about 25%;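 note: 0% = vehicle with enzyme and substrate and 100% = no enzyme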
proKLK7 act: proKLK7 (human) activation, primary screen. activation, % at 7 µM. P49862. purified proKLK7, EDANS-DABCYL substrate fluorescence; 100% is mature enzyme control, 0% vehicle. 370,000 compounds, 0.9% hits. AID 652039;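 active = activation above the mean of all tested compounds plus 3 SD, computed per campaign excluding outliers beyond control limits, cut at about 13% in these data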
Target sequence (P49862 whole entry, looked up): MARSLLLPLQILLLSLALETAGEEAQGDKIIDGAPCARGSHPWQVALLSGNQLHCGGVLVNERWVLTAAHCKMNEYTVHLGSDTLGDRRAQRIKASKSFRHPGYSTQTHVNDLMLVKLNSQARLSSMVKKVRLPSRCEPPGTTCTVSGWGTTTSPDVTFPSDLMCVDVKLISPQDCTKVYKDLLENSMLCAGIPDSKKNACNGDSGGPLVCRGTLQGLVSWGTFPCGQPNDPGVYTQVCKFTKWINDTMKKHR
ARFGAP1 inhibitor: inhibits rat ARF GTPase activating protein 1; Q62848; Arfgap1-stimulated ARF1 GTP hydrolysis, GDP FP detection; 360,000 compounds, 0.26% hits; inhibition, % at 16.5 µM;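 active = inhibition above a per-plate limit, mean inhibition of low control wells plus 3 SD, cut at about 25% in these data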;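 note: 0% = DMSO wells with enzyme and 100% = wells lacking Arfgap1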
Target sequence (Q62848 1-136 limits assumed): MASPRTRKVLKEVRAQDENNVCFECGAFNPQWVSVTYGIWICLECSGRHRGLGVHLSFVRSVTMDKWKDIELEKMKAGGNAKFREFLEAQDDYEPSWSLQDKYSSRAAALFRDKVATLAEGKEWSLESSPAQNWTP
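Replicates: Single well per compound | Assay system: Truncated rat Arfgap1 GAP domain | Control set: No-Arfgap1 wells (100%) versus DMSO full-reaction wells (0%) | Times: Enzyme reaction 120 min at 25 °C after 20 min preincubation | Reagent: Human ARF1(Δ1-17)-GTP substrate | Measured by: Tracer-displacement fluorescence polarization with EDTA stop, 620/688 nm | Measure: Percent inhibition of Arfgap1-stimulated GTP hydrolysis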
* marks the source's active call; other numbers are inactive results; nt = no result given. This is a random part of the collection. Share with any hit: about 4.1%.

SMILES | ADAM17 inh | PLC-beta3 inh | DDE Tn6 FP inh | UHRF1 binding | MBD2 inh | Tn7 DDE FP | PLC-gamma1 inh | ASAP1 GAP inh | proKLK7 act | ARFGAP1 inhibitor
Cc1cc(C)cc(NS(=O)(=O)c2ccc(-c3cnc(C4CC4)o3)cc2)c1 | 5 | -5 | -1 | -2 | 0 | 2 | 1 | -15 | -0.7 | -12
C=CCN(c1ccccc1)S(=O)(=O)c1cc2c(cc1C)NC(=O)CO2 | 0 | -99 | -4 | -5 | 1 | -2 | -2 | 11 | -0.6 | 3
C=CCN1C(=O)C(=O)N(Cc2nc3ccccc3s2)C1=O | -1 | 0 | 7 | 1 | 1 | -9 | 3 | 2 | -0.1 | 6
CC1Sc2ccc(S(=O)(=O)N3CCC(C(N)=O)CC3)cc2NC1=O (stereo not given) | -1 | -4 | -2 | -3 | -9 | 5 | 1 | -10 | 1.1 | -1
COc1ccccc1N1CCN(C(=O)CN(Cc2ccc(Cl)cc2)S(C)(=O)=O)CC1 | -2 | -1 | 4 | 0 | 4 | 6 | 0 | -13 | 0.0 | -4
CN1CCCN=C1/C=C/c1cccs1 | -5 | -5 | 12 | -3 | -6 | 4 | 1 | -12 | 0.4 | -2
O=C(NC(=S)Nc1ccc(N2CCN(C(=O)c3ccccc3)CC2)cc1)c1cccs1 | 2 | -6 | 5 | -1 | -2 | -2 | -2 | 1 | 0.8 | -3
O=C1NC[C@@H](CCCCN2C[C@H](Cc3ccccc3)N(CC3CCCCC3)C(=O)C2=O)N(CCc2ccccc2)C1=O | -4 | 2 | 5 | -2 | -5 | 0 | 0 | -2 | 0.3 | 5
Cc1csc(SCC(=O)N(c2ccccc2)C(C)C)n1 | -2 | -2 | 0 | 2 | -2 | -3 | 4 | 11 | 0.4 | -7
CN(CC(=O)Nc1ccc(Cl)c(C(F)(F)F)c1)C(=O)Cn1cc([N+](=O)[O-])ccc1=O | 1 | -10 | 1 | 1 | -7 | -5 | -12 | 1 | 0.2 | 4
O=C(Cn1nnc2ccccc21)N/N=C\C=C\c1ccccc1 | -2 | -1 | -3 | -3 | -1 | 11 | 0 | 2 | -0.3 | 8
CCN(C(=O)CCS(=O)(=O)c1cccc2nonc12)c1ccc(F)cc1 | -2 | -6 | 8 | -2 | -2 | 5 | 0 | -3 | 0.3 | 0
COCCNC(=O)C1CCN(Cc2cccc(OCc3ccccc3)c2)CC1 | -2 | -3 | 4 | 2 | -2 | 4 | 3 | -6 | 0.0 | -5
Cc1cccc(C)c1OCc1nc2ccccc2c(=O)n1/N=C/c1c[nH]c2ccccc12 | 3 | -11 | -2 | -1 | -1 | 0 | -6 | 4 | -3.3 | 1
CCc1cccc(CC)c1NC(=S)NCC(c1cccnc1)N1CCOCC1 (stereo not given) | -6 | -4 | -7 | 6 | 10 | 7 | 6 | 0 | 0.9 | 7
CN(C)S(=O)(=O)c1ccc(N2CCCC2)c(C(=O)NCC2COc3ccccc3O2)c1 (stereo not given) | -1 | -5 | -4 | -1 | -1 | 4 | 1 | -8 | 0.2 | 4
C/C(=N/NC(=O)CNC(=O)COc1ccccc1)c1ccc(Cl)cc1 | -4 | -8 | 3 | 1 | 2 | -3 | -2 | 7 | -0.1 | -6
COC(=O)c1ccccc1C(=O)c1c(C)cc(C)cc1C | -2 | 0 | 1 | 0 | -3 | -5 | 0 | 5 | -0.2 | -5
COc1ccc(Cl)cc1C(=O)NCc1cn(C)nc1C | -5 | 1 | 5 | -1 | 2 | 8 | -1 | 7 | 0.9 | 10
CSc1cccc(NC(=O)Cn2cccc2)c1 | -5 | -2 | -8 | 3 | 4 | -1 | -1 | 4 | 0.3 | -8
CCn1c(CCNC(=O)c2ccc(OC)cc2)nnc1SCC(=O)Nc1ccccc1F | -6 | -4 | 2 | 1 | 1 | -5 | 1 | 12 | 0.2 | -9
O=C(NCc1ccccc1CN1CCCC1)c1ccc(Cl)c(N2CCCC2=O)c1 | 4 | -1 | 6 | 4 | -5 | 4 | 7 | 0 | -0.3 | 0
Cc1onc(-c2c(F)cccc2Cl)c1-c1nnc(-c2cccc3ccccc23)o1 | -1 | -2 | 0 | -3 | 2 | -1 | 2 | -11 | 0.4 | -8
O=C(O)c1c[nH]c(=S)n1-c1ccc(F)cc1 | -5 | -4 | 7 | 3 | 1 | 5 | 0 | -17 | 0.1 | -2
Cc1c(C(=O)N2CC(C(=O)N3CCCCC3)Oc3ccccc32)oc2ccccc12 (stereo not given) | 4 | -3 | 4 | -2 | -3 | -1 | 2 | 6 | -0.3 | -5
Cc1ccc(Sc2ncccc2C(N)=O)cc1 | -3 | -2 | 0 | 3 | 2 | 1 | 2 | 4 | -0.2 | -4
Cc1ccc(S(=O)(=O)CC(c2ccccc2)N2CCOCC2)cc1 (stereo not given) | -6 | 0 | 7 | 4 | 0 | 4 | 2 | 3 | -0.5 | 0
COc1ccc(Cc2nnc(NC(=O)c3ccc(OC(C)=O)cc3)s2)cc1OC | -2 | -12 | -4 | 2 | 4 | -4 | -3 | 2 | -0.1 | 9
O=C(CCc1nnc(Cc2cccc(C(F)(F)F)c2)o1)NCC(F)(F)F | -1 | 3 | 8 | -1 | -3 | -3 | -1 | -2 | 0.6 | 9
CC(C)N1Cc2nnn(Cc3ccccc3)c2-c2ccccc2S1(=O)=O | 1 | 6 | 3 | 0 | -1 | -5 | 3 | nt | -0.9 | nt
COc1ccc2c(c1)OC[C@H]1[C@H]2N2C(=O)c3ccc(C)cc3NC(=O)[C@@]2(C)[C@H]1c1ccccc1 | 9.6* | 0 | 0 | -1 | 2 | 2 | 0 | 8 | -0.9 | -5
COC(=O)c1ccc(NC(=O)CN(C2CCCCC2)S(C)(=O)=O)cc1 | -3 | 1 | 6 | 1 | 2 | 0 | 2 | 8 | 0.0 | -2
CCOC(=O)N1CCN(S(=O)(=O)c2ccc(C(=O)NNc3nc4c(C)cccc4s3)cc2)CC1 | 8 | -88 | -1 | -3 | 2 | 9 | -70 | -7 | -0.7 | -5
CC1CCC(NC(=O)c2ccc(S(C)(=O)=O)cc2)CC1 (stereo not given) | -1 | 0 | 0 | 1 | 0 | -8 | 4 | 8 | 0.0 | 15
Cc1cccc(NC(=O)C2CCCN(C(=O)NC3CCCCC3)C2)c1C (stereo not given) | -5 | 1 | 8 | 2 | 8 | -4 | -1 | -8 | 1.0 | 6
CN(CC(=O)Nc1ccccc1Cl)C(=O)c1ccc(N2C(=O)CCC2=O)cc1 | -1 | -3 | 4 | 0 | -4 | -2 | 1 | -10 | -0.3 | 8
CCc1ccc[n+](-c2[nH]c(=O)sc2/C=N/N=C(\[O-])c2cccnc2)c1 | -2 | 1 | 6 | -5 | -4 | 0 | 6 | -2 | 0.2 | 13
COCCNC(=O)C1(C)CCCN(C(=O)c2ccc3c(c2)CCO3)C1 (stereo not given) | -4 | 2 | -4 | 4 | 2 | 10 | 1 | -22 | -0.3 | 1
CCCCN(C(=O)c1ccc2c(c1)OCO2)c1c(N)n(CC(C)C)c(=O)[nH]c1=O | -3 | -8 | 12 | -2 | -4 | 6 | -1 | -6 | -0.4 | 3
Cc1cccc(-n2nnc3c(=O)n(CC(=O)Nc4cc(C)on4)cnc32)c1 | -4 | -4 | 0 | -1 | 7 | -2 | 2 | -3 | -0.2 | -2
CCCc1nc2ccc(Br)cn2c1Cc1ccccc1 | -1 | -16 | -7 | 23* | 4 | 5 | -12 | 0 | -0.4 | -4
O=C(O)CCC(=O)N1N=C(c2ccco2)CC1c1ccco1 (stereo not given) | -2 | -4 | 0 | -1 | -2 | 0 | 0 | 3 | 0.4 | 10
Cn1nccc1NC(=O)COCC(=O)O | -4 | -7 | 5 | -1 | -1 | 6 | 0 | 3 | -0.1 | -5
CCOC(=O)c1sc(N)c(C#N)c1CSc1nnc(C2CCCCC2)n1N | -2 | -9 | -4 | -1 | -1 | 3 | -5 | 13 | -0.2 | 11
COc1ccc(-c2cc(C(=O)NC(C(=O)O)C(C)C)c(C)o2)cc1OC (stereo not given) | -1 | -2 | -10 | 3 | -5 | -4 | -2 | 4 | -0.5 | 6
O=C(COC(=O)c1ccccc1F)NC1CCCC1 | 7 | -1 | -1 | 5 | 2 | 5 | -23 | -12 | -0.1 | -15
OCCNC(=S)Nc1ccc(Cl)c(Cl)c1 | -4 | 2 | 2 | -2 | -4 | 1 | 4 | -9 | 0.4 | 0
O=C(CCc1nc(-c2cccs2)no1)Nc1cnc2ccccc2c1 | 3 | -5 | -3 | 4 | 5 | -3 | -1 | -4 | -0.3 | 9
COc1ccccc1CNc1nc(Nc2ccccc2-n2cccn2)c2sccc2n1 | -10 | -47 | -1 | -3 | 2 | -2 | -28 | 15 | -3.0 | 9
O=C(CCNS(=O)(=O)c1ccc(Cl)cc1)N1CCN(c2ccccn2)CC1 | 0 | -2 | 0 | 2 | -3 | 4 | 1 | 5 | 0.6 | 3

Remaining list, next part.
SMILES | ADAM17 inh | PLC-beta3 inh | DDE Tn6 FP inh | UHRF1 binding | MBD2 inh | Tn7 DDE FP | PLC-gamma1 inh | ASAP1 GAP inh | proKLK7 act | ARFGAP1 inhibitor
COc1cc(Br)c(CC(=O)NC2CC2)cc1OC | 2 | -5 | 0 | 1 | 4 | -3 | 1 | 6 | -0.6 | -1
Cc1cc(C)n2ncc(C(=O)NC3CCCCC3)c2n1 | -32 | -51 | -1 | -2 | 0 | -5 | -39 | 5 | 2.2 | -7
CCN1C(=O)N(CC)C(O)(c2ccccc2)C1(O)c1ccccc1 (stereo not given) | 1 | 2 | 4 | 0 | 2 | -5 | 1 | -3 | 0.0 | -1
O=C(O)CCCC(=O)Nc1ccc(Cl)cc1 | -5 | 0 | -2 | 5 | 3 | 8 | 2 | 12 | 0.3 | 6
CCc1ccc2nc(SCC(=O)NCC3CCCO3)c(C#N)cc2c1 (stereo not given) | -5 | -1 | -3 | 2 | 2 | -4 | -2 | 10 | 0.2 | -10
Cc1noc(C)c1-c1ccc(C(=O)NCCc2ccccc2)c2occc12 | 1 | 0 | -1 | -1 | 0 | -2 | 1 | -3 | 0.9 | -16
Cc1cccc(S(=O)(=O)N(C)C[C@@H]2OCc3cnnn3CCCC(=O)N([C@H](C)CO)C[C@@H]2C)c1 | -1 | -1 | 2 | 1 | 3 | 5 | 3 | 11 | -0.1 | -6

Some of these compounds in order of their number in ADAM17 inh, high to low:
SMILES,ADAM17 inh,PLC-beta3 inh,DDE Tn6 FP inh,UHRF1 binding,MBD2 inh,PLC-gamma1 inh,ASAP1 GAP inh,proKLK7 act,ARFGAP1 inhibitor
Cc1noc(C)c1-c1ccc(C(=O)NCCc2ccccc2)c2occc12,1,0,-1,-1,0,1,-3,0.9,-16
CCc1ccc2nc(SCC(=O)NCC3CCCO3)c(C#N)cc2c1 (stereo not given),-5,-1,-3,2,2,-2,10,0.2,-10
Cc1cc(C)n2ncc(C(=O)NC3CCCCC3)c2n1,-32,-51,-1,-2,0,-39,5,2.2,-7
